AID1053144: Wnt/beta-catenin signaling activators, dose response, cell-based, iPS-derived NPC, luciferase, Wnt3a, cherry-pick (AID 1053144); activation, % at the top dose, mostly 26 µM; hits show AC30 in µM; 3,400 compounds, 4.8% hits; NPC TCF/LEF luciferase reporter, Wnt3a EC25, 24 h;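 active = fitted curve reaches 30% activation at a concentration no higher than the top valid tested dose, luminescence rising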;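 also: wnt3a stimulus is conditioned medium from Wnt3a-transfected mouse L cells at 5% in well; 0% = neutral control wells and 100% = CHIR-99021 positive control wells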
Active calls of the source: *; [ ] = dose if it differs, or a comment. This is a subset; rates above refer to the full screens.

no.	SMILES	AID1053144
1	O=C(/C=C/Nc1ccc([N+](=O)[O-])cc1Br)c1cccc2ccccc12	13%
2	Nc1ccc2nc(NC(=O)C3CCCCC3)sc2c1	13%
3	CCOC(=O)c1cnn(-c2ccc(C)cc2)c1N	13%
4	N/C(=N\OC(=O)c1ccco1)c1ccc(Cl)cc1	12µM*
5	C(=C\c1ccco1)/c1nc2ccccc2[nH]1	27%
6	Clc1ccccc1Nc1nc(-c2cccnc2)cs1	10%
7	OCC1OC(n2ccc3c(SCc4ccccc4)ncnc32)C(O)C1O (centres undefined)	13%
8	Cc1cc(NC(=O)CSc2nc3c(cc2C#N)CCCC3)no1	10%
9	COc1cc(CO)ccc1OCc1ccc(Cl)nc1	11%
10	Cc1ccccc1C(=O)O/N=C(\N)c1ccncc1	7%
11	O=C(O)c1ccc(COc2ccc3c(c2)CCC3)cc1	5%
12	CCCCOc1ccc(-c2ncc([N+](=O)[O-])cn2)cc1	4%
13	COc1ccc2cc(CCC(C)=O)ccc2c1	11%
14	COc1ccc(C(=O)N/N=C/C(=O)c2ccccc2)cc1	11%
15	O=C(CSc1nnc(-c2ccncc2)o1)Nc1cc(F)ccc1F	9%
16	Cc1cc(C)c2c(N)c(C(=O)Nc3nccs3)sc2n1	-2%
17	CCOC(=O)c1cnn(-c2ccccc2)c1NC(=O)c1ccccc1C	9%
18	COc1ccccc1C(=O)O/N=C(\N)c1ccccc1Cl	9%
19	Cc1ccc2nc(Cl)c(/C=N/Nc3ccc(C(=O)O)cc3)cc2c1	1%
20	Cc1ccc(CC(=O)O/N=C(\N)c2ccccn2)cc1	6%
21	c1ccc(C2Nc3ccccc3-c3nc4ccccc4n32)nc1 (centres undefined)	8%
22	Cn1cccc1/C=C1\CCC/C(=C\c2cccn2C)C1=O	11%
23	Nc1[nH]n(-c2ccccc2)c(=O)c1N=Nc1ccc2c(c1)OCCO2	5%
24	COc1ccc(CNC(=O)COC(=O)c2c(NC(C)=O)sc(C)c2C)cc1OC	-1%
25	CCn1nnnc1SCC(=O)Nc1ccc2c(c1)OCCO2	9%
26	COc1ccc(Cl)cc1S(=O)(=O)N1CCC(O)(c2ccc(Cl)cc2)CC1	-1%
27	O=C(c1ccccn1)c1ccc2ccccc2n1	7%
28	O=C(Nc1ccc(Cl)cc1)N1CCC(c2ccccc2)C1 (centres undefined)	13%
29	O=c1[nH]c(=O)n([C@H]2C[C@H](O)[C@@H](CO)O2)cc1Br	13µM*
30	CC(C)N(Cc1nccn1C)C(=O)CCc1nnc(CCCc2ccccc2)o1	10%
31	Cc1cccc(/C(N)=N/OC(=O)c2ccncc2)c1	7%
32	Cc1cccc(-c2nc(CN3CCN(Cc4cccc(F)c4)CC3)c(C)o2)c1	-2%
33	COc1ccc2cc(-c3ccccc3)ncc2c1	12%
34	CCCCSc1nnc(-c2ccc(C)cc2)n1C	4%
35	O=C(Nc1ccccc1)Nc1ccc(F)cc1F	8%
36	O=c1oc2ccccc2c2c1ncn2CCN1CCOCC1	4%
37	C=CS(=O)(=O)c1c2cc(OC)ccc2nc2ccc(OC)cc12	-3%[12 µM]
38	c1csc(-c2nc(-c3ccc(-c4ccon4)s3)no2)c1	4%
39	O=C1NC(=O)C(=Cc2ccc(Cl)cc2Cl)S1	13%
40	c1ccc(-n2ncc3c(NCCN4CCOCC4)ncnc32)cc1	7%
41	Cc1ccc(C2C(C(=O)c3cccs3)=C(O)C(=O)N2c2cccc(C)n2)cc1 (centres undefined)	3%
42	CCOC(=O)C(=NC(C)C)NNc1cc(Cl)ccc1Cl	-6%
43	Brc1ccc(-c2csc(-c3ccncc3)n2)cc1	17%
44	Cc1cc(C)cc(NC(=O)N(C)Cc2ccccc2)c1	1%
45	C(#CC1CCCCC1)c1ccc2c(c1)COc1c3ccccc3nn1-2	6%
46	COC(=O)c1cc(C)nc(Nc2nc(C(N)Cc3ccc(Cl)cc3)cs2)n1 (centres undefined)	-5%
47	O=C(Nc1ccccc1F)c1ccc2c(c1)OCO2	13%
48	CC(C)Oc1ccc2c(=O)c(-c3ccccc3)coc2c1	6%
49	CCN1CCN(C(=O)c2ccc(-c3nc4ccccc4s3)s2)CC1	6%
50	Cc1ccc(/C=C/c2nc3ccccc3[nH]2)o1	-5%

The list continues:
no.	SMILES	AID1053144
51	COC(=O)c1ccc2[nH]c(C3(O)CCCCC3)c(C)c2c1	17%
52	CCC(C)C(=O)Nc1nnc(-c2cccs2)s1 (centres undefined)	11%
53	CN(C)c1ccc(NC(=O)C(=O)C2C(=O)Nc3ccccc32)cc1 (centres undefined)	12%
54	O=C(Nc1ccc(Br)cn1)c1ccc(Br)s1	4.8µM*
55	CCCC(=O)Nc1ccc(C#Cc2ccccc2)cc1	10%
56	NC(=O)C1CCCN(C(=O)c2ccc(-c3cccc(Cl)c3Cl)o2)C1 (centres undefined)	12%
57	Cc1ccc(C2=NN(S(C)(=O)=O)C(c3ccc4c(c3)OCO4)C2)cc1 (centres undefined)	11%
58	O=C(Nc1ccc2ccccc2c1[N+](=O)[O-])c1ccccc1	17%
59	O=C(c1cc2ccccc2oc1=O)N1CCOCC1	8%
60	CCOC(=O)c1cc2cc3ccccc3cc2[nH]1	16%
61	Cn1c(NCc2ccccc2O)nc2ccccc21	7%
62	O=C(COC(=O)c1ccc(O)cc1)c1ccc2c(c1)OCCO2	5%
63	Fc1ccc(-c2csc(/C=C/c3ccc4c(c3)OCO4)n2)cc1	15%
64	Cc1ccc(CNC(=O)COC(=O)C2CCN(S(=O)(=O)c3cccs3)CC2)cc1	8%
65	COc1ccc(NC(=O)c2cccnc2SC)cc1OC	2%
66	Cc1ccc2oc(=O)n(CCCOc3ccccc3)c2c1	16%
67	O=C(Nc1ccc2ccccc2c1)c1ccccc1Cl	10%
68	Cc1ccc(C(=O)CSc2nnc3ccccn23)c(C)c1	2%
69	O=C(Nc1ccc(Cl)cc1)Nc1ccccc1Sc1ncc([N+](=O)[O-])s1	-7%
70	CC1CCN(C(=O)c2cc(-c3ccccc3O)on2)CC1	17%
71	Cc1nc(-c2ccc([N+](=O)[O-])cc2)nc2[nH]ccc(=O)c12	15%
72	O=C(Nc1ccc2c(c1)Cc1ccccc1-2)c1ccccc1F	7%
73	CCCNC(=O)c1oc2ccc3c(c2c1C)C(=O)CC(C)(C)O3	11%
74	Cc1cnc(NC(=O)c2ccccn2)s1	0%
75	c1cncc(CNc2cccc(-c3nc4ccccc4[nH]3)c2)c1	11%
76	O=C(Nc1ccc(Br)cc1)c1cc2ccccn2n1	10%
77	Brc1ccccc1-n1nnc(-c2nccs2)n1	8%
78	Oc1[nH]c2ccccc2c1C=Nc1ccc2c(c1)OCO2	14%
79	Cc1ccc(C)c(N2CCN(C(=O)CCc3nc(-c4ccccc4C(F)(F)F)no3)CC2)c1	12%
80	Cc1occc1C(=O)NNC(=O)c1ccccc1F	4%
81	Cc1ccc(Nc2n[nH]c(C)c2[N+](=O)[O-])cc1	14%
82	O=C(Nc1ccc2c(c1)CCC2)c1ccc(F)c(S(=O)(=O)N2CCOCC2)c1	7%
83	Cc1ccccc1NC(=O)Nc1ccc(C(F)(F)F)cc1	-2%
84	O=C(Nc1ccc(N2CCCCC2)cc1)c1ccc(F)cc1F	6%
85	CCc1nnc(NC(=O)c2ccc3ncsc3c2)s1	11%
86	COc1ccc(N(C(=O)c2ccc(S(=O)(=O)N3CCCC3)cc2)C2C=CS(=O)(=O)C2)cc1 (centres undefined)	6%
87	Cc1cccc(-n2ncc3c(N(C)Cc4ccccc4)ncnc32)c1	3%
88	Cn1c(SCC(=O)c2ccccc2)nnc1-c1ccc(O)cc1	13%
89	O=C(/C=C\Nc1ccc(Cl)cn1)c1ccc(Br)cc1	11%
90	O=C1N/C(=N/O)S/C1=C/c1cccc([N+](=O)[O-])c1	11%
91	CCn1c(C)cc(/C=C2/SC(=O)N(C(C)C(=O)OC)C2=O)c1C (centres undefined)	14%
92	O=C(CN1C(=O)NC2(CCCCCC2)C1=O)c1ccc2c(c1)OCCO2	5%
93	CCOc1cc(/C=C2/C(=N)N3OC(C)=CC3=NC2=O)ccc1OC	11%
94	Cc1cccc(/C(N)=N/OC(=O)c2ccc(Br)o2)c1	12µM*
95	c1ccc(OCc2nc(-c3ccccc3)no2)cc1	16%
96	CC(/C=N/NC(=O)c1cccc(F)c1)=C\c1ccccc1	14%
97	Cc1cc(-c2nnc(-c3cccc(Cl)c3)o2)no1	15%
98	Cc1ccc(Cn2nc(-c3ccccc3)nc2-c2ccccc2)cc1	9%
99	Cc1ccc(-c2nnc(SCC(C)C)n2C)cc1	5%
100	O=C(c1ccc2c3n(nc2c1)-c1ccc(Cl)cc1CO3)N1CCOCC1	10%

The results go on:
no.	SMILES	AID1053144
101	Cc1cc(Br)cc(Cl)c1OCC(=O)N1CCN(C(=O)c2ccco2)CC1	-1%
102	O=C1CCN(Cc2ccccc2)C=C1c1ccc2ccccc2c1	10%
103	CC1(C)CC(=O)C2=C(C1)Nc1ccccc1NC2c1ccc2c(c1)OCO2 (centres undefined)	14%
104	Cc1cccc(C)c1N1CCN(C(=O)Nc2ccc3c(c2)OCCO3)CC1	4%
105	Cc1c(C(=O)Nc2ccccc2)sc2nc(-c3ccccc3)cn12	14%
106	Cc1ccnc(NC(=O)CCNS(=O)(=O)c2ccc(C)c(C)c2)c1	10%
107	COc1cccc(NC(=O)C(=O)NCC2CCCN2S(=O)(=O)c2ccccc2)c1 (centres undefined)	7%
108	CCCNC(=O)c1oc2ccc3c(c2c1C)C=CC(C)(C)O3	8.6µM*
109	O=C1Nc2ccccc2S/C1=C/c1cccs1	13µM*
110	COc1cc2ccccc2cc1C(=O)Nc1ccc(C)cn1	9%
111	CC1(C)CC(=O)C(N=Nc2ccc(F)cc2)=C(O)C1	14%
112	CCCC12CN3CCN(CC(C3)/C1=N\NC(=O)c1ccccc1N)C2	14%
113	CC(=O)Nc1ccc(-c2cc(N)n(-c3ccccc3)n2)cc1	12%
114	COc1ccc(Nc2ncnc3c2c(C)c(C)n3CCO)cc1	4%
115	Nc1ccc(C(=O)OCCc2ccccc2)cc1	19%
116	O=C(CSc1cccc[n+]1[O-])Nc1cc2c(cc1Cl)C(=O)c1ccccc1C2=O	5%
117	N/C(=N\OC(=O)COc1ccccc1)c1ccccn1	2%
118	COc1ccc2oc(C(=O)Nc3ccccn3)c(C)c2c1	5%
119	CCCC#Cc1ccc2c(c1)COc1c3ccccc3nn1-2	3%
120	CC(=O)c1ccc(OCc2cc(C(=O)NC3CCCCC3)no2)cc1	10%
121	Oc1ccc(Br)cc1-c1cc(-c2ccccc2F)[nH]n1	13µM*
122	CC(C)CCn1c(CN2CCN(c3cccc(Cl)c3)CC2)nc2c1c(=O)n(C)c(=O)n2C	17%
123	O=C(Nc1cccnc1)c1cc(-c2ccc(Cl)cc2Cl)on1	13%
124	CC(=O)c1c(C)[nH]c(C(=O)OCc2ccccc2)c1C	17%
125	Brc1ccc(-c2noc(C3CCCCC3)n2)cc1	7%

Another view of four compounds above:
117) N/C(=N\OC(=O)COc1ccccc1)c1ccccn1
  AID1053144 = 2%
118) COc1ccc2oc(C(=O)Nc3ccccn3)c(C)c2c1
  AID1053144 = 5%
119) CCCC#Cc1ccc2c(c1)COc1c3ccccc3nn1-2
  AID1053144 = 3%
120) CC(=O)c1ccc(OCc2cc(C(=O)NC3CCCCC3)no2)cc1
  AID1053144 = 10%

(listing goes on)
no.	SMILES	AID1053144
126	Fc1ccc(/C=C/c2nnc(-c3cccs3)o2)cc1	11%
127	O=C(Nc1nc2ccccc2[nH]1)c1ccccc1O	9%
128	Oc1ccc(-c2nnc(SCC3CCCCC3)o2)cc1	5%
129	COc1ccc(-c2cn3cccc(C)c3n2)cc1Br	12%
130	COc1ccc2c(c1OC)C(=O)N(c1ccc(C)cc1)C2	7%
131	COc1cccc(NC(=O)n2ncc3c(C)cccc32)c1	-11%
132	Cc1ccc(NCc2nc3ccccc3n2C)c(C)c1	5%
133	c1ccc(OCCOc2ncnc3sccc23)cc1	7%
134	Clc1cc(Cl)c(OCc2nc(-c3ccccn3)no2)cc1Cl	10%
135	N#Cc1cccc(NC(=O)COC(=O)Cn2nc(-c3ccccc3)oc2=O)c1	1%
136	CC(C)NC(=O)Nc1n[nH]c(Nc2ccc(Cl)cc2)n1	5%
137	COc1ccc(C2=NN3C(C2)c2ccccc2OC3c2cccs2)cc1 (centres undefined)	18%
138	CCOC(=O)c1sc(=NC(=O)c2ccc(C)cc2)n(C)c1C	6%
139	O=C(c1cc2ccccc2o1)c1cccs1	8.6µM*
140	O=C(Nc1nc2c(F)cc(F)cc2s1)c1ccco1	12%
141	O=C1NC(c2ccccc2Br)=N/C1=C\c1ccco1	17%
142	Cc1ccc(C(CC(=O)c2ccco2)SCCO)cc1 (centres undefined)	13%
143	COC(=O)C1=C(C)Nc2nc3ccccc3n2C1c1cc(OC)c(OC)c(OC)c1 (centres undefined)	3%
144	NC(=O)CSc1nnc(NC(=O)c2ccc3ccccc3c2)s1	8%
145	Cc1cc(-c2ccc3c(c2)COc2c4ccccc4nn2-3)on1	0%
146	Cc1c(C(=O)N2CCc3ccccc32)oc2ccccc12	5%
147	O=C(Nc1ncccc1O)c1ccc2c(c1)OCCO2	5.1µM*
148	Cc1ccc(C2(C)NC(=O)N(CC(=O)Nc3ccc(-c4nc5ccc(C)cc5s4)cc3)C2=O)cc1 (centres undefined)	3%
149	Nc1ccc(C(=O)Nc2nc3ccccc3s2)cc1	4%
150	COc1cc2nn(-c3ccccc3N)nc2cc1OC	11%
151	Cc1ccc(NC(=O)c2ccc3c(c2)CCN3S(C)(=O)=O)cc1	10%
152	O=C(Nc1cccnc1)c1cc(-c2cc(Cl)ccc2O)n[nH]1	4%
153	Cc1ccc(C(=O)Nc2cccc(-c3ccc(N4CCOCC4)nn3)c2)cc1[N+](=O)[O-]	9.1µM*
154	Fc1ccc(-n2nnc(-c3cccnc3)n2)cc1	13%
155	O=C(Nc1ccc2ccccc2n1)c1ccccc1Br	9%
156	Clc1ccc(/C=N/N2CCCCC2)cc1	13%
157	c1ccc(CNc2ncnc3c2oc2ccccc23)nc1	13%

Screening results deposited in PubChem by Broad Institute.
